Source: PubChem
MBD2 DNA inh: blocks human MBD2 binding to methylated DNA | Q9UBB5 | TR-FRET, MBD2 binding to methylated oligonucleotide | inhibition, % at 4.4 µM | actives 0.31% (n = 370,000) | AID 686964; in the data active = inhibition above about 13%
Target sequence (Q9UBB5 whole entry, looked up): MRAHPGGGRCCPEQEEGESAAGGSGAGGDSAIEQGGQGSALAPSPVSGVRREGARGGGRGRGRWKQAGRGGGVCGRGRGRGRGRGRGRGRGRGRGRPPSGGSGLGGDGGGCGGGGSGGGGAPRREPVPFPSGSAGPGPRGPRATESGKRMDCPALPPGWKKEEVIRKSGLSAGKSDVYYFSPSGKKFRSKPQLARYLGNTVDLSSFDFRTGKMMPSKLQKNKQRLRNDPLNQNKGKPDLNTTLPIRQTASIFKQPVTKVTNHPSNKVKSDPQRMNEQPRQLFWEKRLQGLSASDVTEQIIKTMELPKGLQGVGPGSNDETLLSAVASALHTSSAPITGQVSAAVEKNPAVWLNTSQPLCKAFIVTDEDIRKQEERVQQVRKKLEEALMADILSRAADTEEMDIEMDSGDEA
TCR CD3 inh: blocks the human TCR-CD3 interaction; TAMRA-labeled TCR probe fluorescence, biochemical; inhibition, % at 9.4 µM; actives 0.37% (n = 360,000); in the data active = inhibition above about 19%;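 also: recombinant mutant TCR 2C K166C tagged with TAMRA read by polarization; 0% = receptor in buffer alone and 100% = receptor with positive control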
SIAE primary: human SIAE inhibition, primary screen. Q9HAT2. SIAE FP-Rh probe binding, fluorescence polarization. inhibition, % at 9.66 µM. actives 0.69% (n = 370,000);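 active = inhibition above a cutoff: mean of compounds within the control limits plus 3 SD of those, cut at about 17% in these data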;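 also: 0% = plate median of compound wells and 100% = probe without SIAE protein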
ABHD4 inh: ABHD4 (mouse) inhibition, primary FP screen; inhibition, % at 8.92 µM; Q8VD66; AID 720543; actives 0.54% (n = 370,000); purified mABHD4, FP-Rh probe fluorescence polarization;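 active = inhibition exceeding the mean over every tested compound plus 3 SD, cut at about 30% in these data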;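 also: 0% = plate median of compound wells and 100% = S159A mutant with DMSO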
Target sequence (Q8VD66 whole entry, looked up): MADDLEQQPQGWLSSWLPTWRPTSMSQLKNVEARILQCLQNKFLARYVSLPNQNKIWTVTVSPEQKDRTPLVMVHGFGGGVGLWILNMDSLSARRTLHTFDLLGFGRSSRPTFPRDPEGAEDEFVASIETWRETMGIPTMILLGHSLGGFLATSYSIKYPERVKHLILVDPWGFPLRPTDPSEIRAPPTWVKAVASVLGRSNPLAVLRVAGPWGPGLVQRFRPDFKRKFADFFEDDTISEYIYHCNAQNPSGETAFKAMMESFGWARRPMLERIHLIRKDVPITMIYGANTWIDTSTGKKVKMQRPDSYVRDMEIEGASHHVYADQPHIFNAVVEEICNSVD
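System: mouse ABHD4 enzyme, wild type / Medium: HEPES pH 7.0, NaCl, Pluronic buffer / Reagent: FP-Rh activity-based fluorescent probe / Control set: S159A mutant high control, sample median low control / Detection: fluorescence polarization with parallel and perpendicular emission, 525/598 nm / Schedule: 45 min + 60 min at 25 °C / Compound dosing: 8.92 µM, single dose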
rCAG RNA binder: binds r(CAG) RNA repeats; inhibition, % at 3 µM; actives 1.3% (n = 370,000); r(CAG) RNA repeat, TO-PRO-1 dye displacement fluorescence; AID 651821;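 active = inhibition above the plate cutoff, the mean of all test compounds on that plate plus 3 SD, cut at about 35% in these data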;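 also: 0% = DMSO alone and 100% = 100 µM mitoxantrone as full dye displacement; higher means more dye released from RNA so lower well fluorescence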
UHRF1 binding: UHRF1 methyl-DNA binding inhibition. UHRF1 binding to methylated oligo, TR-FRET. actives 0.75% (n = 370,000). inhibition, % at 4.4 µM. AID 687016. Q96T88; in the data active = inhibition above about 21%;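 also: UHRF1 SRA domain binding a hemimethylated CpG hairpin DNA probe; 0% = median of test compound wells and 100% = reference inhibitor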
HTRA1 inh: blocks human HTRA1 serine peptidase | actives 0.5% (n = 340,000) | inhibition, % at 5.96 µM | AID 504803 | recombinant HTRA1, FP-rhodamine activity-based probe, fluorescence polarization | Q92743; in the data active = inhibition above about 36%;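 also: 0% = enzyme with DMSO and 100% = wells lacking enzyme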
NPR2 activator: GC-B (human) receptor activation; P20594; HEK293-GC-B cells, CNP EC30, cGMP TR-FRET; 0% at EC30 CNP, 100% saturating CNP; activation, % at 10 µM; actives 0.11% (n = 370,000); AID 1920062;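 active = activation at 10 µM reaching about 35% in either raw or pattern-adjusted values, limit read from the data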
GC-A act: GC-A (human) enzyme activation | HEK293 GC-A cells, cGMP TR-FRET, EC30 ANP; 0% at EC30 ANP, 100% saturating ANP | activation, % at 10 µM | actives 0.14% (n = 370,000); in the data active = activation above about 40%
PRMT1 inh: inhibitors of human PRMT1. Q99873. recombinant PRMT1, activity-based probe fluorescence polarization. inhibition, % at 2.79 µM. actives 1.3% (n = 370,000). AID 652257;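 active = inhibition above about 21% made by adding two undisclosed values, limit read from the data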
* = called active by the depositor. The list is partial; the hit share may differ from the screen's.

Screening Cc1ccc(CN(Cc2cc3cc(C)ccc3[nH]c2=O)C(=O)N2CCOCC2)cc1 returned MBD2 DNA inh -3, TCR CD3 inh 7, SIAE primary -3, ABHD4 inh 2, rCAG RNA binder 1, UHRF1 binding -2, HTRA1 inh 8, NPR2 activator -3, GC-A act -1 and PRMT1 inh -1.
Screening O=C(CSc1nc(-c2ccc(F)cc2)cc(C(F)(F)F)n1)Nc1ccc2c(c1)OCO2 returned MBD2 DNA inh 2, TCR CD3 inh 0, SIAE primary -3, ABHD4 inh -6, rCAG RNA binder 3, UHRF1 binding 3, HTRA1 inh 0, NPR2 activator -1, GC-A act -4 and PRMT1 inh 2.
O=C(CN(C1CC1)S(=O)(=O)c1ccc(S(=O)(=O)NC2CCCCC2)cc1)Nc1ccccc1 was read as MBD2 DNA inh 1, TCR CD3 inh 0, SIAE primary -13, ABHD4 inh -13, rCAG RNA binder 1, UHRF1 binding 2, HTRA1 inh -46, NPR2 activator 11, GC-A act -1 and PRMT1 inh -1.
Cc1ccsc1CNc1ncnc2ccc(-c3c(C)noc3C)cc12 was read as MBD2 DNA inh 1, TCR CD3 inh 2, SIAE primary -8, ABHD4 inh -6, rCAG RNA binder -3, UHRF1 binding 9, HTRA1 inh -18, NPR2 activator 27, GC-A act 34 and PRMT1 inh 1.
CC1CCCCC1NC(=O)COC(=O)c1ccc2c(c1)NC(=O)CS2 (stereo not given) was read as MBD2 DNA inh 1, TCR CD3 inh -4, SIAE primary -1, ABHD4 inh 1, rCAG RNA binder -1, UHRF1 binding 2, HTRA1 inh 2, NPR2 activator -4, GC-A act -5 and PRMT1 inh 4.
For C[C@H]1CN([C@@H](C)CO)C(=O)c2cccc(NC(=O)Nc3ccc(C(F)(F)F)cc3)c2O[C@@H]1CN(C)C(=O)Nc1ccc(F)cc1 the results were MBD2 DNA inh -3, TCR CD3 inh 5, SIAE primary -56, ABHD4 inh -31, rCAG RNA binder 15, UHRF1 binding -2, HTRA1 inh -46, NPR2 activator -2, GC-A act -2 and PRMT1 inh 2.
Screening CCCc1nc2c(C)cc(Br)cn2c1Cc1ccccc1 returned MBD2 DNA inh 13*, TCR CD3 inh 4, SIAE primary -7, ABHD4 inh 5, rCAG RNA binder 5, UHRF1 binding 22*, NPR2 activator -2, GC-A act -4 and PRMT1 inh 6.
Screening Cc1ccc(C(=O)C(OC(=O)CN2C(=O)c3ccccc3C2=O)c2ccccc2)cc1 (stereo not given) returned MBD2 DNA inh -5, TCR CD3 inh 2, SIAE primary -3, ABHD4 inh -10, rCAG RNA binder 1, UHRF1 binding -2, HTRA1 inh -25, NPR2 activator -2, GC-A act 0 and PRMT1 inh 0.
`Cc1ccccc1Cn1cc(CN2[C@H](C)COc3cc(Br)ccc3S2(=O)=O)nn1` gave MBD2 DNA inh -3, SIAE primary 2, ABHD4 inh 2, rCAG RNA binder 2, UHRF1 binding -2, NPR2 activator 0, GC-A act -4 and PRMT1 inh -3.
For CCc1ccc(N2CC(C(=O)OCc3csc(CC(=O)Nc4ccccc4C)n3)CC2=O)cc1 (stereo not given) the results were MBD2 DNA inh 0, TCR CD3 inh -2, SIAE primary 4, ABHD4 inh 27, rCAG RNA binder 1, UHRF1 binding 1, HTRA1 inh 0, NPR2 activator -2, GC-A act 3 and PRMT1 inh 1.
CC(C)[C@H](NC(N)=O)C(=O)Nc1cccc([N+](=O)[O-])c1 was read as MBD2 DNA inh 5, TCR CD3 inh 6, SIAE primary 3, ABHD4 inh 0, rCAG RNA binder 1, UHRF1 binding -3, HTRA1 inh 3, NPR2 activator 1, GC-A act 0 and PRMT1 inh -3.
Screening O=C(COC(=O)c1ccc(Cl)c(S(=O)(=O)N2CCCCC2)c1)NCc1ccco1 returned MBD2 DNA inh 3, TCR CD3 inh 5, SIAE primary -5, ABHD4 inh -1, rCAG RNA binder 4, UHRF1 binding 0, HTRA1 inh -15, NPR2 activator 4, GC-A act -5 and PRMT1 inh -2.
`Cc1c(Cl)cccc1NC(=O)c1ncn[nH]1` gave MBD2 DNA inh 7, TCR CD3 inh 7, SIAE primary -2, ABHD4 inh -10, rCAG RNA binder 5, UHRF1 binding 2, HTRA1 inh 3, NPR2 activator -1, GC-A act -2 and PRMT1 inh 2.
O=C(NC(=S)NC1CCS(=O)(=O)C1)c1ccccc1F (stereo not given) was read as MBD2 DNA inh 2, TCR CD3 inh -6, SIAE primary 3, ABHD4 inh 6, rCAG RNA binder -3, UHRF1 binding 1, HTRA1 inh -5, NPR2 activator 3, GC-A act 1 and PRMT1 inh 0.
Screening COc1ccc(/C=N/n2cnc3c([nH]c4ccccc43)c2=O)cc1CO returned MBD2 DNA inh -2, TCR CD3 inh 0, SIAE primary -5, ABHD4 inh 0, rCAG RNA binder 6, UHRF1 binding -1, HTRA1 inh 5, NPR2 activator -1, GC-A act -2 and PRMT1 inh -1.
O=C1C=C(N2CCOCC2)C2(CCCCC2)O1 was read as MBD2 DNA inh -3, TCR CD3 inh -5, SIAE primary -2, ABHD4 inh -2, rCAG RNA binder 0, UHRF1 binding 4, HTRA1 inh 3, NPR2 activator 6, GC-A act -3 and PRMT1 inh 6.
CCC(c1nnnn1Cc1ccco1)N(Cc1cc2cc(C)cc(C)c2[nH]c1=O)CC1CCCO1 (stereo not given) was read as MBD2 DNA inh -2, TCR CD3 inh 3, SIAE primary -1, ABHD4 inh 7, rCAG RNA binder 11, UHRF1 binding -5, HTRA1 inh -5, NPR2 activator 4, GC-A act -4 and PRMT1 inh 19.
COc1cccc(NC(=O)CN(C)C(=O)CN2C(=O)c3ccc([N+](=O)[O-])cc3C2=O)c1 was read as MBD2 DNA inh 2, TCR CD3 inh 1, SIAE primary 3, ABHD4 inh 1, rCAG RNA binder 0, UHRF1 binding 1, HTRA1 inh -3, NPR2 activator -2, GC-A act 2 and PRMT1 inh 2.
Screening CC[C@@H](CC1CCCCC1)C(=O)N(Cc1ccccc1)c1ccccc1 returned MBD2 DNA inh -2, TCR CD3 inh 10, SIAE primary -3, ABHD4 inh 0, rCAG RNA binder -1, UHRF1 binding -2, HTRA1 inh -13, NPR2 activator -8, GC-A act -4 and PRMT1 inh -1.
For O=C(c1ccccc1)c1cncc(Br)c1 the results were MBD2 DNA inh -1, TCR CD3 inh 4, SIAE primary -2, ABHD4 inh -6, rCAG RNA binder -2, UHRF1 binding -2, HTRA1 inh 3, NPR2 activator -1, GC-A act 5 and PRMT1 inh -4.
C/C(=N\NC(=O)c1c(Cl)cnn1C)c1cccnc1 was read as MBD2 DNA inh 1, TCR CD3 inh 2, SIAE primary 11, ABHD4 inh -3, rCAG RNA binder -4, UHRF1 binding -3, HTRA1 inh -1, NPR2 activator -4, GC-A act 1 and PRMT1 inh 2.
For CCc1c(C)nc2ccc(Br)cc2c1Cl the results were MBD2 DNA inh 4, TCR CD3 inh 6, SIAE primary 4, ABHD4 inh 2, rCAG RNA binder 4, UHRF1 binding -2, HTRA1 inh 0, NPR2 activator -6, GC-A act 5 and PRMT1 inh -1.
`COC(=O)[C@]12CCCCC=C1N(CCC1=CCCCC1)C(=O)[C@H](CC(=O)NCCC(C)C)C2` gave MBD2 DNA inh -1, TCR CD3 inh 3, SIAE primary 4, ABHD4 inh 0, rCAG RNA binder 4, UHRF1 binding 1, NPR2 activator 4, GC-A act -3 and PRMT1 inh 6.
O=C(NCCc1ccccc1O)c1cc2c(cc1[N+](=O)[O-])OCO2 was read as MBD2 DNA inh 5, TCR CD3 inh -2, SIAE primary 2, ABHD4 inh 4, rCAG RNA binder 1, UHRF1 binding 2, HTRA1 inh 4, NPR2 activator 2, GC-A act 5 and PRMT1 inh 1.
Screening O=S(=O)(c1ccccc1F)N1CCN(c2nc(-c3cccnc3)nc3ccccc23)CC1 returned MBD2 DNA inh -2, TCR CD3 inh 6, SIAE primary -13, ABHD4 inh -6, rCAG RNA binder 6, UHRF1 binding 1, HTRA1 inh -43, NPR2 activator -3, GC-A act 0 and PRMT1 inh -3.
`CCN(CCNCC(O)COCc1ccc(Cl)cc1)c1cccc(C)c1` (stereo not given) gave MBD2 DNA inh -4, TCR CD3 inh 0, SIAE primary 5, ABHD4 inh 18, rCAG RNA binder -4, UHRF1 binding 29*, HTRA1 inh 10, NPR2 activator -15, GC-A act -33 and PRMT1 inh -1.
`Cc1ccccc1N/C(=N/S(=O)(=O)c1ccccc1)c1ccc(F)cc1` gave MBD2 DNA inh -3, TCR CD3 inh 3, SIAE primary -7, ABHD4 inh -1, rCAG RNA binder 3, UHRF1 binding 6, HTRA1 inh 2, NPR2 activator -1, GC-A act 6 and PRMT1 inh -1.
Screening CC(=O)N1CCN(c2nc3ccc([N+](=O)[O-])cc3s2)CC1 returned MBD2 DNA inh -2, TCR CD3 inh -2, SIAE primary 1, ABHD4 inh 0, rCAG RNA binder 0, UHRF1 binding -4, HTRA1 inh 4, NPR2 activator -1, GC-A act 1 and PRMT1 inh 4.
For CC(=O)Nc1nc(SCc2cccc3ccccc23)n[nH]1 the results were MBD2 DNA inh -4, TCR CD3 inh 2, SIAE primary 0, ABHD4 inh -6, rCAG RNA binder 1, UHRF1 binding -3, HTRA1 inh -3, NPR2 activator -6, GC-A act -2 and PRMT1 inh -2.
COc1ccc(OC)c(-n2c(-c3cnccn3)n[nH]c2=S)c1 was read as MBD2 DNA inh -3, TCR CD3 inh -3, SIAE primary -2, ABHD4 inh 5, rCAG RNA binder -3, UHRF1 binding 1, HTRA1 inh 1, NPR2 activator -8, GC-A act -2 and PRMT1 inh -3.

Of the compounds above, these have a Cl atom.
Screening O=C(COC(=O)c1ccc(Cl)c(S(=O)(=O)N2CCCCC2)c1)NCc1ccco1 returned MBD2 DNA inh 3, TCR CD3 inh 5, SIAE primary -5, ABHD4 inh -1, rCAG RNA binder 4, UHRF1 binding 0, HTRA1 inh -15, NPR2 activator 4, GC-A act -5 and PRMT1 inh -2.
`Cc1c(Cl)cccc1NC(=O)c1ncn[nH]1` gave MBD2 DNA inh 7, TCR CD3 inh 7, SIAE primary -2, ABHD4 inh -10, rCAG RNA binder 5, UHRF1 binding 2, HTRA1 inh 3, NPR2 activator -1, GC-A act -2 and PRMT1 inh 2.
C/C(=N\NC(=O)c1c(Cl)cnn1C)c1cccnc1 was read as MBD2 DNA inh 1, TCR CD3 inh 2, SIAE primary 11, ABHD4 inh -3, rCAG RNA binder -4, UHRF1 binding -3, HTRA1 inh -1, NPR2 activator -4, GC-A act 1 and PRMT1 inh 2.
For CCc1c(C)nc2ccc(Br)cc2c1Cl the results were MBD2 DNA inh 4, TCR CD3 inh 6, SIAE primary 4, ABHD4 inh 2, rCAG RNA binder 4, UHRF1 binding -2, HTRA1 inh 0, NPR2 activator -6, GC-A act 5 and PRMT1 inh -1.
`CCN(CCNCC(O)COCc1ccc(Cl)cc1)c1cccc(C)c1` (stereo not given) gave MBD2 DNA inh -4, TCR CD3 inh 0, SIAE primary 5, ABHD4 inh 18, rCAG RNA binder -4, UHRF1 binding 29*, HTRA1 inh 10, NPR2 activator -15, GC-A act -33 and PRMT1 inh -1.
